Compound activity deposited in PubChem BioAssay by National Center for Advancing Translational Sciences (NCATS).
p53ts 39C kill = cytotoxicity in p53ts cells at nonpermissive temperature. H1299-p53A138V viability at 39C, ATP luminescence, 24 h. Potency, µM (titrated, usually from 46.1 µM), for inactives: at the highest dose activity change, negative = cell killing, actives largely listed as cytotoxic. hit rate 1.5% among 130,000. AID 902; further: nearly all actives have a fitted effect of over 55% in size
Peg3 imprint = induces erasure of genomic imprints in mouse ES cells. AID 1948. hit rate 0.02% among 110,000. Potency, µM (series often up to 60.7 µM), for the others: at the highest dose activity change, positive = activation, actives largely listed as activators. mouse ES Peg3-LacZ reporter, beta-gal luminescence, 40 h;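 further: 0% = negative control wells on the plate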
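Each well holds 300 Peg3LacZ-Neo (maternal) female ES cells incubated 40 h at 37C, 5% CO2. LacZ is measured by BetaGlo luminescence, with AC50 and maximum efficacy derived from dose-response curves.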
IkB sig inh = inhibitors of IkB signaling in ABC-DLBCL cells; ABC-DLBCL IkBa-CBG/CBR dual luciferase ratio, 4 h; response scale: scaled: untreated 0%, proteasome inhibitor 100%; Potency, µM (doses to about 57.1 µM), for the others: at the top dose IkBa stabilization activation; hit rate 0.04% among 110,000; active means well fitted curve in the direction sought with a large enough effect in the signal ratio, not every such curve was filed as active; inconclusive means small, poorly fitted or top-dose-only effect, or a change in a side signal; the % refers to the signal ratio;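 further: the direction sought is a rising ratio; 0% = basal untreated cells and 100% = reference inhibitor full response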
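In this assay, an IκBα–CBG68 fusion accumulates when IKK-driven degradation is blocked; native CBR normalizes for cell number. OCI-Ly3 cells were treated 4 h with compound and doxycycline, then green and red light read after Chroma-Glo addition.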
p53ts 32C tox = p53ts cell cytotoxicity, permissive temperature; H1299-p53A138V at 32C, ATP luminescence viability, 24 h; Potency, µM (highest dose often 46.1 µM), for inactives: at the top dose activity change, negative = cytotoxicity, hits mostly cytotoxic; hit rate 0.93% among 130,000; AID 924;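 further: 0% = DMSO and -100% = full killing by reference compound; nearly all actives have a fitted effect of over 55% in size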
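Viability by ATPlite luminescence after 24 h compound treatment (up to 46 uM) at the permissive 32C. Cells are H1299 carrying p53 A138V. Scale runs from DMSO basal to 100 uM tamoxifen as full kill; AC50 from Hill fits.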
* hit, by the source's call; u = inconclusive; x = not tested or not shown; & = joins results of further samples; [ ] = dose if it differs, or a comment. Unless noted, the call rests on the fitted dose curve; in most records, active means well fitted curve in the direction sought with a large enough effect; inconclusive means small, poorly fitted or top-dose-only effect, or another doubt; inactive means no such curve, though single readings can be large; an effect the other way counts as inactive or inconclusive. Unless noted, on the % scale 0 is the no-effect control and ±100 the full control effect; potency means the concentration at half of the fitted maximal effect.

Molecule	IkB sig inh	Peg3 imprint	p53ts 32C tox	p53ts 39C kill
CC(C)(C)OC(=O)N1CCCC(C(=O)CC#N)C1 (centres undefined)	4.7%	-10%	4%	-4%
CCOc1ccccc1NC(=O)C1CCCN(S(=O)(=O)c2ccc3c(c2)CCCN3C(C)=O)C1 (centres undefined)	u	-8%[10.9 µM]	10%	4%
O=C(Cc1cccs1)NC1CC(=O)N(c2ccccc2)C1 (centres undefined)	-0.9%	15%[10.9 µM]	-2%	-16%
CCOC(=O)c1sc(NC(=O)CSc2n[nH]c(-c3ccccc3)n2)c(C#N)c1C	u	-21%	25%	12%
CCOC(=O)CC(=O)CSc1nc(-c2cccnc2)ccc1C#N	-1.1%	-2%	-15%	-7%
Clc1ccc(-c2nn3c(-c4ccccc4)nnc3s2)cc1	5.0%	-11%	0%	11%
Cc1c(N=Cc2c(O)n(Cc3ccco3)c(=O)c3ccccc23)c(=O)n(-c2ccccc2)n1C	0.6%	-18%	8%&7%	17%&6%
CC(=O)Nc1ccc(C(=O)CSc2nnc(Cn3nnc4ccccc43)n2C)cc1	2.3%	-12%	1%	0%
CCCCN(CCCC)CCNC(=O)c1cc(-c2cccnc2)nc2ccc(S(=O)(=O)N3CCC(C)CC3)cc12	-0.6%	-10%[10.9 µM]	1%	7%
COc1cccc(C2CC(c3ccccc3)Nc3ncnn32)c1 (centres undefined)	2.0%	-5%	5%	6%
COc1ccc(C(C)=O)cc1COC(=O)CNC(=O)c1ccc(Cl)cc1	x	x	36%[activator]	18%
Cn1c(=O)[nH]c(=O)c2c1nc(CN1CCN(c3ccccc3F)CC1)n2Cc1ccc(F)cc1	0.1%	-9%[10.9 µM]	1%	-20%
O=C(CCCc1nc(-c2ccco2)no1)Nc1ccccc1[N+](=O)[O-]	-1.8%	-5%[10.9 µM]	-2%	21%
COc1ccc(CN2C(=O)CN=C2Nc2cccc(C)c2C)cc1	0.5%	6%	0%	-7%
CC#CCCC(=O)N1C=Cc2ccccc2C1C#N (centres undefined)	-1.1%	0%	19%	7%
CN(CC(=O)Nc1ccccc1Cl)S(=O)(=O)c1ccc(C(=O)N2CCOCC2)s1	u	-9%[10.9 µM]	1%	-5%
Nc1nc(SCc2ccc([N+](=O)[O-])cc2)c2ncn([C@@H]3O[C@@H](CO)[C@@H](O)[C@H]3O)c2n1	-0.1%	x	-13%	-12%
Cc1nn(S(=O)(=O)N2CCCCC2)c(C)c1Br	1.6%	-3%	3%	3%
O=C(C1=C(O)C(=O)N(Cc2ccco2)C1c1cccnc1)c1cc2ccccc2o1 (centres undefined)	u	9%	-29%	-19%
NC(N)=N[C@@H]1C(O)[C@H](N=C(N)N)[C@@H](O)C(O)[C@H]1O (some centres undefined)	1.4%[11.4 µM]	-9%[10.9 µM]	1%[9.22 µM]	6%[9.22 µM]
CC(C)c1ccc(OC(=O)c2cc(-c3ccc4c(c3)OCCO4)on2)cc1	0.2%	-19%[10.9 µM]	13µM*	20µM*
O=c1[nH]cnc2sc3c(c12)CCCC3	-0.4%	2%	14%	28%
CN(CC(=O)Nc1ccc2c(c1)OCCO2)S(=O)(=O)c1ccc(Br)s1	u	-5%	u	0%
CCOC(=O)c1ccc(N2C(=O)c3n[nH]c(C)c3C2c2ccc(OCC)cc2)cc1 (centres undefined)	u	8%[10.9 µM]	12%	-4%
Cn1c(NCc2cccs2)nc2ccccc21	6.1%	-60%[inhibitor]	-25%	-15%

(continued)
Molecule	IkB sig inh	Peg3 imprint	p53ts 32C tox	p53ts 39C kill
COc1ccc(/C(O)=C2/C(=O)C(=O)N(Cc3cccnc3)C2c2ccncc2)cc1F (centres undefined)	-0.5%	x	-15%	4%
O=C(CSc1nnc(-c2ccccc2)o1)c1cccc([N+](=O)[O-])c1	-3.4%	13%[10.9 µM]	-5%	6%
Cc1ccc(S(=O)(=O)NC2CCCC(C(=O)O)C2)cc1 (centres undefined)	0.2%	-5%	14%	3%
CCN(CC)c1ccc(/C=N/Nc2cccc(C)c2)c(O)c1	x	x	u	19%
CNC(=O)c1cc2c(ccc3ccccc32)oc1=N	x	x	-9%	4%
O=C(CSc1nc(NS(=O)(=O)c2ccccc2)cc(=O)[nH]1)Nc1ccc(F)cc1	u	-11%	4%	-17%
C[N+](C)(C)c1ncnc2c1ncn2[C@@H]1C[C@H](O)[C@@H](CO)O1	1.2%[11.4 µM]	-9%[10.9 µM]	0%[9.22 µM]	-1%[9.22 µM]
COc1ccc(-c2cc(C(F)(F)F)nc(SCC(=O)N3CCC(C)CC3)n2)cc1	u	3%[10.9 µM]	-3%	-6%
Cc1c(Cl)cccc1NC(=O)c1cc(C2CC2)on1	8.2%	-33%[inhibitor]	3%	-4%
CC(=O)c1ccc(N2CCN(C(=O)C3CCN(S(=O)(=O)c4c(C)noc4/C=C/c4ccccc4F)CC3)CC2)cc1	-0.6%	-11%[10.9 µM]	4%	-10%
Cc1ccccc1-c1nc(CS(=O)(=O)CC(=O)Nc2cc(F)ccc2F)c(C)o1	u	-16%	3%	-3%
Cc1ccc(N(C)S(=O)(=O)c2ccc3[nH]cc(C(=O)O)c(=O)c3c2)cc1C	u	-9%[10.9 µM]	-5%	-2%
CCOc1ccc(NC(=O)C2CCN(c3nc4ccccc4[nH]3)CC2)cc1	1.0%	-11%[10.9 µM]	16%	-1%
O=C(Cn1cnc2c(nnn2Cc2ccc(F)cc2)c1=O)OCc1ccccc1	0.0%	10%	-3%	-6%
COC(=O)c1c(C)oc2ccc(N(C(=O)c3ccncc3)S(=O)(=O)c3cc(C)c(C)cc3C)cc12	u	-18%[10.9 µM]	41%[activator]	11%
CN(C)CC(C)(C)CNC(=O)c1ccc(-n2c(=O)c(=O)[nH]c3ccccc32)cc1	x	x	4%	0%
Cc1cc2ncn(S(=O)(=O)N3CCOCC3)c2cc1C	2.9%	-16%	9%	10%
CCCN1C(=O)C(NC(C)=O)c2cc(OC)ccc21 (centres undefined)	-1.2%	-25%	-2%	3%
Cc1c(N=Cc2ccc(-c3ccc(Cl)cc3)o2)c(=O)n(-c2ccccc2)n1C	3.4%	-7%	5%	9%
CC(=O)c1nn(-c2cccc(Br)c2)cc1C(=O)c1ccco1	x	x	-18%	0%
CCOC(=O)c1ccc(Oc2c(C)oc3c(CN4CCN(C)CC4)c(O)ccc3c2=O)cc1	1.2%	20%	2%	9%
Cc1ccc(CC(=O)NCc2nc(-c3cccc(C)c3)no2)cc1	u	4%[10.9 µM]	-5%	3%
c1csc(-c2nnc3ccccn23)c1	-0.2%	-17%	3%	6%
CC(C)c1ccc(OCC(=O)NCc2ccco2)cc1	-1.5%	-2%	-1%	1%
Cc1cccc(-n2nnc(C(=O)NC3CCCc4ccccc43)c2N)c1 (centres undefined)	u	-26%	6%	-15%

The final 4 records of the part before open the next one:
Molecule	IkB sig inh	Peg3 imprint	p53ts 32C tox	p53ts 39C kill
Cc1ccc(CC(=O)NCc2nc(-c3cccc(C)c3)no2)cc1	u	4%[10.9 µM]	-5%	3%
c1csc(-c2nnc3ccccn23)c1	-0.2%	-17%	3%	6%
CC(C)c1ccc(OCC(=O)NCc2ccco2)cc1	-1.5%	-2%	-1%	1%
Cc1cccc(-n2nnc(C(=O)NC3CCCc4ccccc43)c2N)c1 (centres undefined)	u	-26%	6%	-15%
C[C@@H]1CC2(OC3C[C@@]4(C)C5=CC[C@H]6C(C)(C)C(O[C@@H]7OC[C@@H](O)[C@H](O)[C@H]7O)CC[C@@]67C[C@@]57CC[C@]4(C)C31)OC(O)C1(C)OC21 (some centres undefined)	-1.3%	-8%	8%[1.84 µM]	7%
CC(=O)N1CCCc2cc(S(=O)(=O)N3CCN(c4ccc(F)cc4)CC3)ccc21	2.6%	-12%[10.9 µM]	1%	-19%
O=C(CSc1nc(O)cc(=O)[nH]1)Nc1ccc2c(c1)CCC2	1.1%	-11%	-4%	-9%
COC(=O)CCc1nc2ccccc2[nH]c1=O	0.0%	2%	1%	8%
Clc1ccccc1Cn1nnc2c(N3CCCC3)ncnc21	7.1%	-9%	0%	3%
COc1ccc(-c2cc(C(=O)Nc3cccnc3)no2)cc1OC	5.1%	-9%[10.9 µM]	-2%	-18%
Cc1cc(C(=O)NCCN2CCCCC2C)n(-c2ccccc2)n1 (centres undefined)	-1.1%	-9%	0%	7%
Cc1cccc(/C=C/c2nc3ccccc3c(=O)n2Cc2ccccc2)c1	x	x	-20%	-17%
CCn1c(SCC(=O)Nc2nonc2C)nnc1-c1ccco1	1.2%	-3%	-5%	5%
COc1ccccc1/C=C/c1nc2ccccc2n1C(C)C	-5.3%	-18%[10.9 µM]	u	16µM*
COc1ccc(Cl)cc1N(C)C(=O)Cn1cnc2sc(C)c(S(=O)(=O)N3CCN(c4ncccn4)CC3)c2c1=O	u	-1%[10.9 µM]	8%	-3%
CCc1nn2c(=O)c(S(=O)(=O)Nc3ccc(C(C)C)cc3)c(C)nc2s1	1.9%	-6%[10.9 µM]	9%	-16%
Cc1ccc(-c2nnc(Nc3ccc(O)cc3)c3ccccc23)cc1S(=O)(=O)NCc1nc2ccccc2[nH]1	u	-16%[10.9 µM]	20%	-5%
Cc1cccc2cc(CN(Cc3ccco3)C(=O)N3CCCC3)c(=O)[nH]c12	-0.1%	17%	-10%	2%
Cc1cc(OCC(=O)Nc2sc3c(c2C(N)=O)CCCC3)ccc1C(C)C	0.0%	-1%[10.9 µM]	-2%	26%
CCOc1ccc(C(=O)Cn2c(=O)n3nc(CCn4nc(C)cc4C)nc3c3cc(OC)c(OC)cc32)cc1	2.7%	-11%[10.9 µM]	2%	-2%
Cc1oc(-c2ccc(C(=O)Nc3ccc(F)cc3)cc2)nc1COc1ccccc1	-2.0%	-8%[10.9 µM]	0%	19%
COc1ccc(CNC(=O)CC2Oc3ccc(C)cc3NC2=O)cc1 (centres undefined)	u	-6%[10.9 µM]	9%	16%
CCOc1ccccc1-c1noc(CSc2nnc(-c3ccncc3)n2-c2ccc(F)cc2)n1	u	-9%[10.9 µM]	-3%	-8%
O=C(Nc1ccc(F)cc1)N1CCN(C(=O)c2nsc3ccccc23)CC1	-0.2%	-4%[10.9 µM]	-1%	5%
N#CCc1nnc2n1-c1ccccc1CCC2	1.0%	2%	-5%	8%
COc1ccc(Cl)cc1NC(=O)c1nn(-c2ccc(C)cc2)c(=O)n(C)c1=O	4.8%	-6%[10.9 µM]	-4%	-19%
CCOc1ccc(-n2cc(C(=O)Nc3ccccc3OCC)c3cc(OC)c(OC)cc3c2=O)cc1	u	-8%[10.9 µM]	3%	1%
COc1ccc(OC)c(CNC(=O)c2cc3c(Cl)nc4ccccc4c3s2)c1	u	-10%[10.9 µM]	0%	-16%
Cc1ccc(/C=c2/sc3nnc(-c4ccccc4Cl)n3c2=O)o1	-0.5%	-8%	-9%	-4%

Other entries follow:
Molecule	IkB sig inh	Peg3 imprint	p53ts 32C tox	p53ts 39C kill
C=C(C)C(O)/C=C/c1cccc(OC)c1 (centres undefined)	x	x	-13%[9.22 µM]	-8%[9.22 µM]
CN(C)c1ccnc2sc3c(=O)n(Cc4ccccc4)cnc3c12	0.0%	-4%	14%	10%
CCOC(=O)c1cc2c(=O)n3ccccc3nc2n(Cc2ccco2)c1=NC(=O)c1cccnc1	7.5%	-8%	7%	0%
Cc1nc2ccc(NC(=O)N3CCC(c4ccccc4)C3)cc2nc1C (centres undefined)	-5.1%	x	-2%	1%
CCOC(=O)c1c(CN2CCN(c3ccccc3)CC2)oc2ccc(O)cc12	7.0%	-15%	76%[activator]	21%
Nc1nc2[nH]c(=O)c(=O)[nH]c2c(=O)[nH]1	x	-4%	7%	8%
COc1ccccc1NC(C)=O	11%	1%	-3%	12%
